LMPTP inh – LMPTP (human) inhibition; P24666; recombinant LMPTP-A, OMFP fluorogenic substrate, fluorescence intensity; inhibition, % at 20 µM; 0.22% of 360,000 active; AID 651560;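 active means compounds that cut the enzyme signal by at least half of the control window in the single-dose screen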;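 further: plate controls were DMSO wells with enzyme plus substrate for no effect and substrate without enzyme for full effect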
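Assay system: LMPTP-A enzyme. Input: 0.625 nM LMPTP-A final. Probe or stimulus: 400 µM OMFP. Compound dosing: single 20 µM dose. Schedule: 50 min dark incubation at room temperature. Detection: fluorescence intensity of OMFP turnover product. Read-out: percent inhibition versus substrate-only and uninhibited controls. Benchmarks: no-enzyme low control, uninhibited high control.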
Rpn11 inh – blocks the human proteasome subunit Rpn11. calls only at 20 µM. O00487. 0.59% of 360,000 active. human 26S proteasome, Ub4-pepOG fluorescence polarization; 20S core pre-blocked with epoxomicin;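 active means inhibition at 20 µM, scaled to each plate's controls, above about 33%, limit read from the data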
CSN inh – inhibitors of human CSN-mediated cullin deneddylation; Q92905; Purified CSN, SCF-Nedd8-OG deneddylation, fluorescence polarization; inhibition, % at 12.5 µM; 0.38% of 360,000 active;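 active means pattern-corrected inhibition above about 35%, with an unprinted fluorescence ratio check between 0.5 and 1.5, limit read from the data, passing the limit was not always enough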;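 further: 0% = enzyme with substrate and 100% = substrate without enzyme; some results filed as inactive read as strong as hits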
Target sequence (Q92905 whole entry, looked up, one chain of several): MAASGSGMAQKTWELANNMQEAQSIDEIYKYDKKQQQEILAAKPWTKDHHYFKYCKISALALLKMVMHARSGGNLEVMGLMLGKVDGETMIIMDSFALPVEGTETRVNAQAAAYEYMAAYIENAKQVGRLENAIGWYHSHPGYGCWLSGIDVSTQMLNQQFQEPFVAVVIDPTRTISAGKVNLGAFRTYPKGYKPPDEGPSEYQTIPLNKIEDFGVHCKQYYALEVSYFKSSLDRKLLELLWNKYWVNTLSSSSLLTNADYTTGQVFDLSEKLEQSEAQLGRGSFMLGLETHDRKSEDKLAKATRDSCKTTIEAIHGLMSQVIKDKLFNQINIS
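Assay system: Purified human Csn5 enzyme expressed in HEK293T cells | Amount: Enzyme 0.24 nM | Measured by: Fluorescence polarization readout | Medium: Tris/NaCl/DTT buffer, pH 7.5 | Compound dosing: One concentration, 12.5 µM, 0.25% DMSO | Times: 90 min incubation of compound, enzyme and substrate at room temperature | Control set: no-enzyme wells high, enzyme-with-substrate wells low | Read-out: % inhibition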
SUMO1 PPI mod – alters human SUMO1 binding to SIM partners | SUMO1 binding to a labelled peptide, TR-FRET, 1 h | inhibition, % at 20 µM | AID 602429 | 0.33% of 360,000 active | P63165; in the data active means inhibition above about 37%
Target sequence (P63165 whole entry, looked up): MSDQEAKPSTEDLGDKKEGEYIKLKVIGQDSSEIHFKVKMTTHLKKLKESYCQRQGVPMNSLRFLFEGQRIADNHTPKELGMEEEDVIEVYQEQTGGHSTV
STEP inh – blocks human striatal-enriched tyrosine phosphatase. recombinant STEP, OMFP fluorogenic substrate, fluorescence. inhibition, % at 20 µM. 0.25% of 360,000 active. AID 588621;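 active means inhibition at 20 µM, scaled per plate between control wells, above about 37%, limit read from the data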;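 further: 0% = DMSO with enzyme and substrate and 100% = substrate only without enzyme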
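Assay system: isolated STEP enzyme / Timing: 20 min at room temperature, dark / Doses: 20 µM, 1% DMSO / Technique: fluorescence intensity, excitation 480 nm, emission 540 nm / Reagent: fluorogenic phosphatase substrate OMFP at 25 µM final / Measure: percent inhibition scaled to no-enzyme and uninhibited-enzyme controls, plate-pattern corrected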
Scp1 inh – inhibitors of human Scp-1 phosphatase; Recombinant Scp1, phosphopeptide, malachite green phosphate absorbance; inhibition, % at 20 µM; 0.88% of 340,000 active; AID 493091; Q9GZU7;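 active means inhibition above about 50% at 20 µM, limit read from the data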;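 further: plate controls were DMSO wells with enzyme for no effect and wells lacking enzyme for full effect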
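assay system = SCP-1 phosphatase catalytic domain, residues 76-261 | buffer or medium = 50 mM Tris acetate pH 5.5, 0.005% Tween-20, 10 mM MgCl2 | incubation = enzyme reaction 45 min at room temperature, colour 5 min, stabilisation 30 min | signal = Phosphate-binding colour reagent, absorbance read at 630 nm | measure = % inhibition at 20 µM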
MLLE-PAM2 inh – blocks PAM2 peptide binding to the PABP1 MLLE domain | P11940 | GST-MLLE / FITC-PAM2 fluorescence polarization | inhibition, % at 20 µM | 0.36% of 360,000 active; in the data active means inhibition above about 35%, passing the limit was not always enough;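 further: plate controls were DMSO wells with GST-MLLE for no effect and wells lacking GST-MLLE protein for full effect; some results filed as inactive read as strong as hits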
Target sequence (P11940 whole entry, looked up, the tested form may be a part): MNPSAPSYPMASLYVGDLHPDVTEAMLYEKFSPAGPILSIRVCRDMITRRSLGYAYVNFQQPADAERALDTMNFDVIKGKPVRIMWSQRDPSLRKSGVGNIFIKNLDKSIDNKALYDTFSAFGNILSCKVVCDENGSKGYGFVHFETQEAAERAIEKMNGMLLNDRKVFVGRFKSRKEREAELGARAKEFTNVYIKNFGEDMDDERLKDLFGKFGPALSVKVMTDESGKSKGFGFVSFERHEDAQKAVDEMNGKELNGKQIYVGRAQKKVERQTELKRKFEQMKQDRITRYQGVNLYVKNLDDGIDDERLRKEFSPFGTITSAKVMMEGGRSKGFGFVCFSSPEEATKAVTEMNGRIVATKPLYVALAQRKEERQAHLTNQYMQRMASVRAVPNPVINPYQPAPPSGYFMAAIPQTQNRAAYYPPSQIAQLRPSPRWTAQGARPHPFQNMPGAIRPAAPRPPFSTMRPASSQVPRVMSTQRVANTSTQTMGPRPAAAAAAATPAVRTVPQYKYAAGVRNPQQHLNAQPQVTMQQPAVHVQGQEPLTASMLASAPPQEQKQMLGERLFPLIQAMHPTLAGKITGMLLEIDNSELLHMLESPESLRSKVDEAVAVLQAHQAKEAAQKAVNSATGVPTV
NadD block – blocks S. aureus nicotinate mononucleotide adenylyltransferase; purified NadD enzyme, colorimetric absorbance read-out; inhibition, % at 20 µM; 0.78% of 360,000 active; in the data active means inhibition above about 26%; further: some compounds past the cut are filed as inactive
DNMT1 inh – blocks human DNA methyltransferase DNMT1; DNMT1 molecular beacon, Hinp1I cleavage, fluorescence; inhibition (reported as % activation of signal), % at 10 µM; 0.83% of 360,000 active; AID 588458; in the data active means inhibition above about 50%
Tb MetRS inh – Trypanosoma brucei MetRS inhibition; purified T. brucei MetRS, ATP depletion, Kinase-Glo luminescence; inhibition, % at 11.9 µM; 0.4% of 360,000 active; AID 624268;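 active means inhibition above a per-plate cutoff of the control wells' mean inhibition plus 3 SD, cut at about 5.5% in these data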;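 further: 0% = DMSO wells median and 100% = median of wells with control inhibitor compound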
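Material: parasite MetRS enzyme / Replication: singlicate, one well per compound / Signal: luminescence of leftover ATP / Schedule: 2 h aminoacylation at 25 °C after 15 min preincubation / Medium: HEPES-MgCl2-KCl buffer plus DTT, spermine, BSA, pyrophosphatase / Doses: 11.9 µM single point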
Starred values were filed as active, the others as inactive; i = inactive; / = no result given.

entry	SMILES	DNMT1 inh	SUMO1 PPI mod	MLLE-PAM2 inh	Scp1 inh	LMPTP inh	NadD block	STEP inh	Tb MetRS inh	CSN inh	Rpn11 inh
1	Cn1c(=O)c(=O)n(C)c2cc(S(=O)(=O)CCC(=O)Nc3ccc(C(F)(F)F)cc3)ccc21	4	-1	1	2	-1.2	-2	-2	-1.2	-1	i
2	O=C(c1ccc(Br)c(S(=O)(=O)N2CCCCC2)c1)N1CCCCC1	0	0	-3	-5	-0.2	-1	0	-0.2	3	i
3	COc1ccc(N2C(=O)c3ccc(C(=O)OC(C)C)cc3C2=O)cc1	10	-11	-10	-10	-3.2	-3	-2	-0.5	-4	i
4	Cc1cccc(-c2nc(CS(=O)CC(=O)N3CCc4ccccc4C3)c(C)o2)c1 (stereo not drawn)	36	5	30	-8	0.4	2	-3	0.9	2	i
5	CC(C)Sc1nnc(CNC(=O)C23CC4CC(CC(C4)C2)C3)n1Cc1ccccc1	2	-4	-80	-3	0.3	0	-1	0.1	-20	i
6	CN(C)C(=O)c1cc(Cl)ccc1Sc1cc(Cl)ccc1Cl	2	-1	-2	-2	0.8	-7	1	-1.5	4	i
7	COc1ccc(C2=NOC(C(=O)N3CCOCC3)C2)cc1OC (stereo not drawn)	-2	-5	-12	1	-0.9	0	-3	-0.3	-6	i
8	Cc1ccc(-c2nnn(CC(=O)N(c3ccccc3F)C(C(=O)NC3CCCC3)c3ccco3)n2)o1 (stereo not drawn)	6	1	-2	-4	0.0	-9	0	-1.3	3	i
9	C#CCOCCOCCOCCNc1nc(N2CCN(C(=O)[C@H](CCCN=C(N)N)n3cc(C(N)[C@@H](C)CC)nn3)CC2)nc(N2CCN(C(=O)[C@H](CCCCN)n3cc([C@@H](N)CC(N)=O)nn3)CC2)n1 (stereo partly drawn)	-6	-112	4	-3	-7.4	-8	-1	-0.3	-3	i
10	COc1ccccc1CNC1CCCc2ccccc21 (stereo not drawn)	0	-2	-11	-3	-2.0	-7	0	0.6	5	i
11	O=C(CCCN1C(=O)c2ccccc2C1=O)Nc1ccc2c(c1)OCCO2	-1	-3	16	-5	0.4	-1	0	0.1	-6	i
12	CC(=O)NCCNc1nc2cc(-c3cscc3C)sc2c(=O)n1C	15	-17	-12	/	-0.3	-5	-2	0.1	-5	i
13	COc1ccc(C2=NS(=O)(=O)N(C)C(C(=O)Nc3ccc(C(C)=O)cc3)=C2)cc1OC	-6	-23	4	-12	1.7	-6	1	0.2	-1	i
14	Clc1ccc(C[n+]2csc3ccccc32)cc1	0	3	13	-9	-0.4	4	-2	-0.2	-4	i
15	CCOC(=O)C1(Cc2cccc(OC)c2)CCN(Cc2ccc(C)s2)CC1	4	-1	-8	7	-0.3	-2	-2	-0.8	1	i
16	CSc1ccc(N2CCN(CCCNC(=O)Nc3ccccc3F)CC2)cc1	-3	0	6	-5	-1.8	2	-2	-0.5	-11	i
17	CC1(C)Cc2c(C#N)c(NCc3ccco3)nc(-c3ccco3)c2CO1	-5	-2	24	-6	-2.2	-4	1	-0.9	1	i
18	CCOc1ccccc1N1CCN(C(=O)c2cc3cc(OC)ccc3[nH]2)CC1	-8	-9	-10	3	-1.1	-5	0	-0.7	6	i
19	O=C(NNS(=O)(=O)c1ccc2ccccc2c1)NC1CCCCC1	-1	3	5	-7	-0.2	-3	-1	-0.3	0	i
20	Cc1c(C(=O)Nc2ccc(S(=O)(=O)Nc3ncccn3)cc2)oc2ccccc12	25	6	2	-4	0.6	1	4	-0.2	6	i
21	Cc1ccc(N(CCC#N)C(=O)COC(=O)C2CCN(S(=O)(=O)c3ccc4c(c3)OCCO4)CC2)cc1	-2	2	-1	-4	-0.4	-6	4	-0.5	5	i
22	O=C(CN1CCCC1)Nc1ccccc1C(=O)c1ccccc1	0	5	0	0	-2.5	-5	1	-0.3	2	i
23	CC1CC(C)CN(C(=O)COc2ccc(-c3nnco3)cc2)C1 (stereo not drawn)	4	2	-3	-9	-1.1	5	-1	0.1	2	i
24	CCN(CC)CC(=O)N1c2ccccc2Sc2ccccc21	2	4	-4	-7	-1.0	0	1	-0.9	0	i
25	CN1C[C@@H]2C[C@@H](c3ccc(C#CC(C)(C)O)s3)N3CCC[C@@]23C1=O	-13	-1	-10	-3	-0.4	-2	2	-0.7	10	i
26	COc1ccc(OCC(O)CNCc2ccco2)cc1 (stereo not drawn)	2	-2	6	3	-1.0	0	-1	0.2	-5	i
27	Nc1nnc(CC(=O)Nc2ccccc2)s1	5	5	-23	-7	0.4	-2	-3	0.0	-1	i
28	O=C(c1cccc(F)c1)N1CCN(C2CCCCC2)CC1	-1	-4	2	-7	-2.4	3	-1	-0.6	2	i
29	O=c1c(-c2ccc(O)cc2)coc2cc(OC3OC(CO)C(O)C(O)C3O)cc(O)c12 (stereo not drawn)	4	-3	10	-14	0.4	1	0	0.5	-3	i
30	COC(=O)NCc1cc2cc(Cl)ccc2[nH]1	-3	3	-6	-11	0.4	-3	2	1.1	4	i

Additional records follow.
entry	SMILES	DNMT1 inh	SUMO1 PPI mod	MLLE-PAM2 inh	Scp1 inh	LMPTP inh	NadD block	STEP inh	Tb MetRS inh	CSN inh	Rpn11 inh
31	CC(C)Cc1ccc(CN2CCCC(NC(=O)Cn3cnnn3)C2)cc1 (stereo not drawn)	2	3	1	3	1.1	-7	-2	-0.6	-1	i
32	O=C(NC1CCS(=O)(=O)C1)c1ccc(Br)s1 (stereo not drawn)	-4	7	5	5	-0.5	-3	-2	-0.1	-2	i
33	CCc1nc2ccc(C(=O)NCCCN3CCCC3=O)cn2c1N(CC)Cc1cccc(Br)c1	-4	6	3	/	-3.7	7	-2	-0.1	-1	i
34	Cc1nc(-c2ccccc2)cc(-c2ccccc2)n1	0	0	9	-4	0.0	-3	1	0.2	-4	i
35	Cc1cccc(-n2nc3c(c2NC(=O)c2ccc(S(=O)(=O)N4CCOCC4)cc2)CSC3)c1C	-6	0	20	-8	-2.8	7	2	-0.4	-3	i
36	O=C(N/N=C/c1ccccc1Cl)c1n[nH]c2c1CCCC2	22	2	0	-6	-1.9	6	0	-0.4	-1	i
37	Cc1ccc(C)c(S(=O)(=O)Nc2cc3c4c(c2)CCC(=O)N4CCC3)c1	3	1	-8	-3	1.6	-11	0	-0.6	0	i
38	Cc1ccc(S(=O)(=O)n2nc(OC(=O)c3cccs3)cc2N)cc1	2	-1	-6	-2	1.2	4	-2	-0.6	-1	i
39	Cc1ccc(C2(c3noc(CN4CCC(c5ccncc5)CC4)n3)CCCC2)cc1	-3	2	4	2	-0.1	6	-5	2.5	6	i
40	COc1ccccc1CCC(=O)NC1CCCN(c2ccc(C(F)(F)F)cn2)C1 (stereo not drawn)	3	-1	-4	-3	1.0	-1	1	0.0	0	i
41	COc1ccc(C=O)cc1COc1c(F)c(F)cc(F)c1F	0	0	2	-3	-0.6	-4	-8	-0.5	-4	i
42	Cc1ccnc(NC(=O)CCC(=O)c2cc(C)sc2C)c1	3	-2	0	-5	-1.2	10	-4	-0.5	16	/
43	CN1CCC(N2CCN(C3CN(Cc4cn(Cc5ccc(F)cc5)nn4)S(=O)(=O)C3)CC2)CC1 (stereo not drawn)	/	-21	/	/	-7.7	-2	/	-0.2	0	/
44	CCCC(=O)Nc1nc2ccc(C(=O)OCC)cc2s1	-4	0	-3	-3	-0.5	3	0	-0.6	7	i
45	CCCN(C(=O)CSc1n[nH]c(-c2ccc(OC)cc2)n1)c1c(N)n(Cc2ccccc2)c(=O)[nH]c1=O	2	-1	-21	3	-0.2	0	-2	-0.2	6	i
46	N#Cc1c(-c2ccccc2)cc(-c2ccccc2)nc1SCC(=O)O	-2	-1	22	-10	0.4	4	6	-0.5	4	i
47	O=C(c1ccc(Cn2cc(Cl)cn2)o1)N1CCN(Cc2ccc3c(c2)OCO3)CC1	-1	-4	-4	10	-3.2	0	2	0.6	3	i
48	COc1ccc(S(=O)(=O)N(CC(=O)NCc2ccccn2)Cc2ccccc2)cc1	1	5	0	-5	0.4	-9	-3	-0.4	0	i
49	CC1(C)NC(=O)N(CN2C(=O)NC(C)(C)C2=O)C1=O	0	-12	3	-5	-2.0	5	1	-0.8	2	i
50	c1ccc(NC2=NCCN2CC2CCCCC2)cc1	1	-1	11	0	-2.0	-3	-2	0.1	0	i
51	CCCCNC(=O)C1(C)CCCCN1C(=O)c1cc(-c2ccccc2)cs1 (stereo not drawn)	0	5	0	/	0.1	6	3	-0.1	1	i
52	COc1ccc(CC(=O)Nc2ccc(C(=O)NC(C)(C)C)cc2)cc1	7	0	-6	-8	-1.5	-1	-1	0.3	4	i
53	CC(C)C(=O)Nc1ccc2c(c1)oc1ccccc12	-6	1	7	-7	1.2	-2	0	0.0	3	i
54	C=CCn1c(SCC#N)nc2ccccc2c1=O	3	-1	-2	3	0.0	11	3	-0.3	-3	i
55	CC(=O)c1sc(-c2ccccc2)cc1NS(=O)(=O)c1ccc(C)cc1	-4	-6	15	-7	3.1	-1	4	1.7	4	i
56	CCN(CC)C(=O)c1ccc(NS(=O)(=O)c2ccc(/C=C/C(=O)O)cc2)cc1	3	1	11	2	0.0	-5	-3	-1.1	-5	i
57	CCOc1ccc(NC(=S)N2CCC(c3ccc(C)cc3)C2)cc1 (stereo not drawn)	0	-1	-103	-13	0.5	-2	3	-0.4	3	i
58	O=C(Nc1ccc2c(c1)C(=O)OC2)c1ccc(Cl)cc1Cl	-1	1	-1	-4	0.3	2	-1	0.0	0	i
59	COc1ccc(CN(C)CC(=O)Nc2ccc(N3CCOCC3)cc2)cc1OC	-3	5	4	-5	-0.5	-7	-3	-0.5	-11	i
60	COc1ccc(S(=O)(=O)N2CCOCC2)cc1NC(=O)c1ccc2c(c1)OCCO2	-1	0	-9	-12	-1.1	0	0	-0.3	-4	i
61	COc1ccccc1CSc1nc2c(c(=O)n(C)c(=O)n2C)n1C	0	-4	9	-3	-2.8	2	1	-1.3	-6	i

Source: PubChem BioAssay (several laboratories)
